Screening results from PubChem BioAssay.
EPAC2 agonist = activates human EPAC2 exchange factor | Q8WZA2 | Potency, µM (doses to about 154 µM), for the others: top-dose activation, hits mostly activators | 0.079% of 360,000 active | EPAC2 activation, biochemical qHTS; response scale: 100% = 6.5 mM cAMP response | AID 720711; further: potency means the concentration at half of the fitted maximal effect; nearly all actives have a fitted effect of over 50% in size
Target sequence (Q8WZA2 whole entry, looked up): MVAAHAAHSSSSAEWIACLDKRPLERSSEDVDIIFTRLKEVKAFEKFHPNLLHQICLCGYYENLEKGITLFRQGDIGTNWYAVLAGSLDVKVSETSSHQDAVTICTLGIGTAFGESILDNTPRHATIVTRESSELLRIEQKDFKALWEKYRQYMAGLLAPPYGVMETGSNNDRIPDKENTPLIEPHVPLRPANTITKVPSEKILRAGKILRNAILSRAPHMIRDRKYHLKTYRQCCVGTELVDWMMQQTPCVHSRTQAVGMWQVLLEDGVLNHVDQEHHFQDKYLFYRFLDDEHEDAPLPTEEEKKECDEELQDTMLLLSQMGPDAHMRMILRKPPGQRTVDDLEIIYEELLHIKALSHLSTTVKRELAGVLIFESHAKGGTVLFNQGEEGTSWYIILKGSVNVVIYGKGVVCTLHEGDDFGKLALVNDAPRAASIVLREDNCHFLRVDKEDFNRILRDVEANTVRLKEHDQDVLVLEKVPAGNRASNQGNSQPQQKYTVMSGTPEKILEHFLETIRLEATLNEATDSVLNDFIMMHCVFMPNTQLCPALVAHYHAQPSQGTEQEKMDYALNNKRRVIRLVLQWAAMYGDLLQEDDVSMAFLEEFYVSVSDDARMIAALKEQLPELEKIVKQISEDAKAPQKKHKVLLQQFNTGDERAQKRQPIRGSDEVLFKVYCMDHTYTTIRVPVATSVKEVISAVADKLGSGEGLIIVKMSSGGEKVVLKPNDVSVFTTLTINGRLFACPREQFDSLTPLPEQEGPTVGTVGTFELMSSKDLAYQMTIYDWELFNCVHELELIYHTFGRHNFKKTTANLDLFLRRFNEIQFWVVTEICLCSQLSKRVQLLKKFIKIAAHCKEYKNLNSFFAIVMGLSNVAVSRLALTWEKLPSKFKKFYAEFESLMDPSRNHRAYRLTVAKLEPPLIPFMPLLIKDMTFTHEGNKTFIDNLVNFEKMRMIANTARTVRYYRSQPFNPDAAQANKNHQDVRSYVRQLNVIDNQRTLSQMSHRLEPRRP
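qHTS, titration series. 100 nM EPAC2 / 250 nM Rap1B-BODIPY-GDP / 50 uM GDP; RT; ex 480/em 540 nm, 5-min reads to 30 min. Norm. to 6.5 mM cAMP = activation.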
Nrf2 block = inhibitors of Nrf2 signaling | A549 ARE-Fluc reporter, luciferase luminescence, 18-24 h | Potency, µM (doses to about 46 µM), for the others: at the highest dose activity change, negative = inhibition, hits mostly inhibitors | 2.1% of 360,000 active | AID 504444; further: potency means the concentration at half of the fitted maximal effect; on the % scale 0 is the no-effect control and ±100 the full control effect; nearly all actives have a fitted effect of over 60% in size
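Cells were seeded and rested 2 h, then exposed to compounds for 18-24 h. CellTiter-Fluor was read first as a viability measure. BugLite was added 15 min before the final luminescent read of ARE-luciferase activity in A549 cells.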
Nrf2 ARE act = activates Nrf2 signaling. AREc32 ARE-luciferase reporter (MCF7-derived line), luminescence, 24 h. Potency, µM (titrated, usually from 46.1 µM), inactives show at the highest dose activation, most hits filed as activators. 0.31% of 410,000 active. AID 624171; further: potency means the concentration at half of the fitted maximal effect; % of control where 0% means no effect; nearly all actives have a fitted effect of over 65% in size
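Luciferase luminescence (Steady-Glo, 30 min at room temperature) served as the read-out of ARE activation in AREc32 cells treated with compounds for 24 hr at 37 deg C.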
CCT modulator = modulators of cytosolic chaperonin (CCT/TRiC) activity | purified chaperonin ATPase assay, HTRF ADP detection, 30 min | 0.3% of 360,000 active | activity change, % (test concentration not listed), hits read low; in the data active means activity change below about -30%; further: on the % scale 0 is the no-effect control and ±100 the full control effect
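TRiC at 40 or 20 nM final (batch-dependent) in 30 mM Tris pH 7.4, 100 mM KCl, 5 mM MgCl2, 1 mM DTT, with compound at single 76 uM and 10 uM ATP, 30 min at 37 deg C. ADP detected by HTRF Transcreener, 665/615 ratio.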
EPAC2 antag = EPAC2 (human) antagonism. Potency, µM (top dose mostly 114 µM), for the others: top-dose activity, negative = inhibition, actives largely listed as inhibitors. 0.18% of 360,000 active. Q8WZA2. EPAC2 GEF exchange of Rap1B-BODIPY-GDP, fluorescence; further: potency means the concentration at half of the fitted maximal effect; on the % scale 0 is the no-effect control and ±100 the full control effect; nearly all actives have a fitted effect of over 45% in size; many of its hits are not listed in these tables
A549 viability = A549 cytotoxicity, counter-screen for Nrf2 inhibitors | Potency, µM (highest dose often 46 µM), for the others: at the top dose activity change, negative = cytotoxicity, most hits filed as inhibitors | AID 504648 | A549 ARE-Fluc cells, CellTiter-Fluor viability, 18-24 h | 0.16% of 390,000 active; further: potency means the concentration at half of the fitted maximal effect; on the % scale 0 is the no-effect control and ±100 the full control effect
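A549 ARE-Fluc cells in 5% FBS OPTI-MEM, 5000 cells/well, rested 2 h then exposed to compounds in concentration-response for 18-24 h at 37 °C. Viability by CellTiter-Fluor fluorescence (Ex 405/Em 525) after 30 min; luciferase luminescence (BugLite, 15 min, RT) read afterwards.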
TGFb inhibitor = TGF-b pathway inhibition; HepG2 CAGA-GFP TGF-b/SMAD3 reporter, GFP fluorescence, 18 h; TGF-beta stimulated, 500 pg/mL final; Potency, µM (doses to about 46.1 µM), for the others: at the top dose activity, negative = inhibition, hits mostly inhibitors; 1.2% of 410,000 active; AID 588855; further: potency means the concentration at half of the fitted maximal effect; on the % scale 0 is the no-effect control and ±100 the full control effect; nearly all actives have a fitted effect of over 65% in size
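HEPG2 CAGA-GFP, 1000 cells/well; 2 h settle, 37 C; cpd via pin tool; TGF-b 500 pg/mL final; 18 h, 37 C; GFP imaging ex488/em500-530; %Activity normalised to -TGF-b and +DMSO controls; CRC fit, curve class.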
pAkt inh = inhibitors of Akt phosphorylation; Neuro2A IGF-stimulated pAkt S473 HTRF, 20 min; active compounds read low; activity change, % for hits at 50 µM; 0.32% of 360,000 active; AID 651550; in the data active means activity change below about -80%; inconclusive means mostly about -51% to -80%; further: on the % scale 0 is the no-effect control and ±100 the full control effect
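Neuro2A cells (4,500/well, DMEM with 0.5% FBS) were treated with compound at a single 50 µM final concentration, stimulated with 6 nM IGF for 20 min at 37 °C, and lysed. Phospho-Akt Ser473 was read by HTRF as 665/615 ratio ×10^4.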
MmCpn inh = M. maripaludis TRiC chaperonin inhibition; purified Mm-Cpn ATPase, ADP Transcreener TR-FRET; Potency, µM (top dose mostly 76.9 µM), without a hit: at the highest dose activity, negative = inhibition, actives largely listed as inhibitors; 0.031% of 330,000 active; AID 504842; further: potency means the concentration at half of the fitted maximal effect; on the % scale 0 is the no-effect control and ±100 the full control effect; nearly all actives have a fitted effect of over 80% in size
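Reaction buffer contained 30 mM Tris pH 7.4, 100 mM KCl, 5 mM MgCl2 and 1 mM DTT. Mm-CPN (25 nM final) hydrolysed 10 uM ATP over 30 min at 37°C; ADP was read by HTRF.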
* marks the source's active call; other numbers are inactive results; i = inactive; ? = inconclusive; . = no result given; [ ] = dose if it differs, or a comment. Unless noted, the call rests on the fitted dose curve; in most records, active means well fitted curve in the direction sought with a large enough effect; inconclusive means small, poorly fitted or top-dose-only effect, or another doubt; inactive means no such curve, though single readings can be large; an effect the other way counts as inactive or inconclusive.

#	structure	pAkt inh	Nrf2 block	EPAC2 agonist	TGFb inhibitor	A549 viability	EPAC2 antag	CCT modulator	Nrf2 ARE act	MmCpn inh
1	CCOc1ccc2nc(N(CCN(CC)CC)C(=O)c3cccc([N+](=O)[O-])c3)sc2c1	i	?	6%	1%	3%	-3%	3.5	0.0%	0%
2	CCOCCCNC(=O)C(c1ccc(Cl)cc1)N(Cc1ccc2c(c1)OCO2)C(=O)c1ccccc1O (centres undefined)	.	6%[9.27 µM]	.	?	-16%	.	.	0.5%	.
3	COc1ccc(C(CNC(=O)c2oc3ccc(F)cc3c2C)N2CCCCC2)cc1 (centres undefined)	i	4%	8%	?	-3%	-9%	-1.5	6.6%	1%
4	CC12CCC(C(=O)NCc3ccccc3)(OC1=O)C2(C)C (centres undefined)	i	-23%	8%	0%	0%	0%	-0.2	0.0%	1%
5	Cc1ccc(-c2cnn3c(N4CCOCC4)cc(C)nc23)cc1	i	?	2%	-11%	11%	3%	-1.1	7.6%	-4%
6	CCc1nc(SCC(=O)N2CCc3ccccc32)c2oc3ccccc3c2n1	i	9%	-4%	9%	0%	4%	0.6	-0.4%	.
7	C#CCOCCOCCOCCNc1nc(N2CCOCC2)nc(N2CCN(C(=O)[C@H](CCCCN)n3cc([C@@H](N)CC(C)C)nn3)CC2)n1	i	6%	8%	31%[activator]	9%	?	-3.1	-0.3%	.
8	CCC(Br)C(=O)Nc1ccc(OC)cc1 (centres undefined)	i	23%	-1%	0%	0%	12%	1.2	2.8%	-2%
9	CCOc1ccc(NC(=O)C(=O)NCC(c2cccnc2)N2CCc3ccccc32)cc1 (centres undefined)	.	?	.	?	-5%	.	.	-0.9%	.
10	CCOc1ccc(C2Oc3nc(SC)nnc3-c3ccccc3N2C(C)=O)cc1OC (centres undefined)	i	5%	2%	7%	2%	5%	-0.3	-1.8%	3%
11	COc1ccc(C(O)c2ncc(-c3cccc(C(F)(F)F)c3)[nH]2)cc1 (centres undefined)	i	.	-6%	0%	.	-3%	-0.5	1.0%	.
12	Cc1ccc(N2C(=O)CC2(C#N)c2ccc(OCc3ccccc3)cc2)cc1 (centres undefined)	i	-12%	18%	-16%	3%	-6%	-0.7	0.9%	1%
13	Nc1nc(Cl)cc(=O)n1Cc1ccc(Cl)cc1	i	-1%	3%	2%	-6%	-5%	-3.2	4.6%	.
14	CCCCC[C@@H](C)N1C[C@@H](COCc2ccccc2)Oc2cc(N3CC[C@@H](N(C)C)C3)ccc2S1(=O)=O	i	.	-3%	.	.	?	-0.1	-3.9%	.
15	CC(C[N+](C)(C)C)OC(=O)C1(c2ccccc2)CCCC1 (centres undefined)	i	?	9%	-8%	-19%	4%	-2.5	-0.4%	-3%
16	O=C(COC(=O)COc1ccc(Nc2ccccc2)cc1)NCc1ccco1	i	0%	5%	25%	-4%	-4%	-0.2	2.4%	-1%
17	COc1cc2c(cc1OC)CN(C(=O)c1cccc([N+](=O)[O-])c1)CC2	i	?	6%	-10%	-4%	5%	-0.6	0.3%	2%
18	Cc1cc(C)c(NC(=O)CN2CCCCCC2)c(C)c1	i	?	11%	-6%	0%	8%	0.6	-0.5%	1%
19	CCCOc1ccc(C2c3c(oc4ccc(F)cc4c3=O)C(=O)N2CCc2ccc(OC)cc2)cc1 (centres undefined)	.	11%	.	-2%	-11%	.	.	0.4%	.
20	COc1ccc(C2C(C(=O)Nc3ccc(C)cc3C)=C(C)Nc3nc4ccccc4n32)c(OC)c1 (centres undefined)	.	11%	.	-19%	1%	.	.	0.3%	.
21	CCOC(=O)c1cnc2ccc(C)cc2c1OCc1cc(F)cc(F)c1	i	0%	-7%	-18%	2%	6%	-1.3	-0.3%	1%
22	CC1CCC(C(=O)NC(C(=O)OCC(=O)c2ccccc2)C(C)C)CC1 (centres undefined)	.	16µM*	.	0%	-12%	.	.	-1.2%	.
23	CCOC(=O)c1cn(-c2ccccc2CO)c2c(F)c(F)c(F)cc2c1=O	i	-22%	-4%	9%	-8%	2%	-0.3	0.0%	-2%
24	COc1ccc(Br)cc1S(=O)(=O)Nc1ccc(Cl)cn1	i	-14%	-3%	1%	-14%	-3%	-3.9	0.4%	0%

Reprinted at random: 2 entries already listed, in no set order.
#	structure	pAkt inh	Nrf2 block	EPAC2 agonist	TGFb inhibitor	A549 viability	EPAC2 antag	CCT modulator	Nrf2 ARE act	MmCpn inh
20	COc1ccc(C2C(C(=O)Nc3ccc(C)cc3C)=C(C)Nc3nc4ccccc4n32)c(OC)c1 (centres undefined)	.	11%	.	-19%	1%	.	.	0.3%	.
22	CC1CCC(C(=O)NC(C(=O)OCC(=O)c2ccccc2)C(C)C)CC1 (centres undefined)	.	16µM*	.	0%	-12%	.	.	-1.2%	.

Additional compounds follow:
#	structure	pAkt inh	Nrf2 block	EPAC2 agonist	TGFb inhibitor	A549 viability	EPAC2 antag	CCT modulator	Nrf2 ARE act	MmCpn inh
25	COc1ccccc1-c1cn(-c2ccccc2)c(=S)[nH]1	i	3%	-3%	-2%	5%	3%	0.8	2.5%	-4%
26	CN1CCN(C(=O)/C(=C\c2cccs2)NC(=O)c2ccco2)CC1	i	-14%	-6%	-6%	-4%	1%	-5.0	0.8%[9.22 µM]	0%
27	CCCCC(CCCC)=N/N=C/c1c(O)n(CC)c2cc(C3=NNC(=O)CC3)ccc12	i	-7%	-6%	7%	-5%	0%	-1.0	1.8%	-2%
28	CN(C)S(=O)(=O)n1cc(/C=C(\NC(=O)c2ccccc2F)C(=O)NCCCN2CCOCC2)c2ccccc21	i	-5%	6%	-8%	-6%	0%	0.3	-0.6%	1%
29	CC(=O)Nc1nc(-c2ccc(Cl)cc2)nc(C)c1C(C)=O	i	2%	-9%	-20%	-3%	18%	1.4	9.2%	-1%
30	Cn1c(N)c(C(=O)COC(=O)CNC(=O)c2ccccc2F)c(=O)n(C)c1=O	i	-3%	5%	7%	0%	-21%	2.1	0.1%	-1%
31	Cc1ccnc(NS(=O)(=O)c2ccc(NS(=O)(=O)c3ccccc3)cc2)n1	.	?	7%	-13%	-3%	11%	0.7	-0.3%	0%
32	O=S(=O)(c1cccc2nsnc12)N1CCCC1	i	19%	9%	5%	2%	-3%	0.2	-0.3%	-3%
33	CCOc1ccc(N(CC(=O)N2CCOCC2)S(=O)(=O)c2ccc(F)cc2)cc1	i	2%	15%	0%	-3%	-7%	-1.2	0.2%	-3%
34	CC(C)Cc1nnc(NC(=O)CCNC(=O)c2ccco2)s1	i	-7%	4%	5%	-2%	1%	-4.0	1.7%	1%
35	COc1ccc2c(=O)c3c(=O)n(Cc4ccco4)c(-c4ccco4)nc3oc2c1	i	.	-12%	-6%	-1%	-8%	-1.1	3.1%	-4%
36	COC(=O)c1sc(SC)c(S(=O)(=O)C(C)C)c1N/N=C(\C#N)S(=O)(=O)c1ccccn1	i	1%	11%	14%	-2%	11%	2.3	0.3%	1%
37	Cc1cc(-c2ccccc2)n2nc(-c3ccccc3)cc2n1	.	18%	.	-7%	2%	.	.	13%	.
38	CCOC(=O)N1CCN(C(=O)c2ccc(C)c(S(=O)(=O)Nc3cccc(C)c3C)c2)CC1	i	-3%	8%	1%	0%	4%	-0.5	0.2%	2%
39	NC(=O)c1ccc(-c2ccc(Br)cc2)o1	i	7%	-15%	-4%	2%	-16%	-2.2	6.0%	?
40	O=C(c1ccccc1)N1CCN(C(=O)c2ccccc2)c2ccccc21	i	5%	17%	32%	6%	-11%	-3.8	-0.2%	.
41	Cc1ccc(CNC(=O)CCC2CCCN(Cc3c(C)nn(C(C)C)c3C)C2)o1 (centres undefined)	i	4%	17%	1%	31%	2%[57.1 µM]	-5.8	-0.7%	1%
42	C=CCOc1c2ccc(C(=O)NCCc3ccc(C)cc3)cc2nn1C	i	-3%	27%	-2%	13%	7%	-4.1	-0.1%	-1%
43	O=C(Cc1ccc(Br)cc1)NC1CCCc2ccccc21 (centres undefined)	i	-29%	1%	5%	-10%	-5%	1.2	1.2%	-1%
44	COc1cccc(NC(=O)c2oc3ccccc3c2NC(=O)c2ccc(OC(C)C)cc2)c1	.	26%	.	2%	3%	.	.	0.5%	.
45	COc1ccccc1N(C)S(=O)(=O)c1ccc(C(=O)NC2CCCCCC2)cc1	i	-28%	1%	10%	3%	-4%	-1.8	2.6%	-1%
46	CC1=C(C(=O)Nc2ccc(C)cc2C)C(c2ccc(C(=O)O)cc2)n2nc(SCc3ccccc3)nc2N1 (centres undefined)	.	10%	.	1%	-3%	.	.	2.8%	.
47	N#CC1=C2N=C(N)c3c(sc4c3CCCCC4)N2C2=C(C(=O)CCC2)C1c1ccccc1 (centres undefined)	i	?	13%	-1%	-10%	3%	-0.9	3.1%	-10%
48	COc1cc(C(=O)Nc2ccc3oc(-c4ccc(C)c(Br)c4)nc3c2)cc(OC)c1OC	.	-23%	.	-11%	0%	.	.	0.4%	.
49	COc1ccc(CCNC(=O)C/C(C)=N/NC(=O)c2ccc(Cl)cc2Cl)cc1OC	i	-5%	15%	11%	0%	4%	0.5	0.5%	0%
50	COc1ccccc1/C=C1\SC(=S)N(CCC(=O)Nc2nnc(C)s2)C1=O	i	20%	0%	?	2%	-14%	0.6	0.3%	-1%
51	Cc1cc(=O)oc2cc(OCCc3ccccc3)ccc12	i	?	6%	0%	0%	-13%	1.0	7.5%	1%
52	CCOC(=O)c1c(C)[nH]c(C)c1C(=O)CSc1nc2ccccc2c(=O)n1-c1ccc(CC)cc1	i	12%	-4%	?	3%	-12%	0.7	0.1%	0%
53	CC(=O)Nc1ccc(NC(=O)C(C)OC(=O)C2CC3C=CC2C3)cc1 (centres undefined)	i	-6%	7%	3%	5%	4%	-0.9	0.0%	2%
54	CSc1cccc(NC(=O)c2ccc(CN3CCc4ccccc4C3)cc2)c1	i	?	17%	0%	-8%	-4%	-1.0	3.8%	0%

These rows are one share of the data (hit frequency here may not be typical).
